Rhodamine autofl: compound autofluorescence in rhodamine spectral region; actives 0.05% (n = 59,000); max dye-equivalent concentration, M; Rhodamine-region fluorescence, 547/598 nm, Tris buffer; stronger effect = higher value; in the data active = max dye-equivalent concentration above about 11 nM; inconclusive = between about 1.1 nM and that limit
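Intrinsic compound fluorescence, ex 547 / em 598 nm, CCD imager. Tris 100 mM pH 8.0; 15 min RT. Output = rhodamine dye-equivalent concentration at each compound concentration.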
Casp1 inh: blocks human caspase-1 allosterically or competitively; P29466; Potency, µM (series often up to 57.5 µM), inactives show at the top dose activity change, negative = inhibition, hits mostly inhibitors; actives 0.03% (n = 75,000); Caspase-1 enzyme, Ac-WEHD-AFC fluorogenic rate;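 note: potency is the fitted concentration of half-maximal effect; plate controls were vehicle for no effect and no substrate for full effect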
Target sequence (P29466 120-297 limits assumed): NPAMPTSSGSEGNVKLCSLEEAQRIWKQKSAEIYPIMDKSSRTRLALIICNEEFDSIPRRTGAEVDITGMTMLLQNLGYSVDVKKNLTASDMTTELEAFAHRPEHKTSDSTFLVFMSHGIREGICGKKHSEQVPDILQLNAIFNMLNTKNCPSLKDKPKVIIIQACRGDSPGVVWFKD
Target sequence (P29466 317-404 limits assumed): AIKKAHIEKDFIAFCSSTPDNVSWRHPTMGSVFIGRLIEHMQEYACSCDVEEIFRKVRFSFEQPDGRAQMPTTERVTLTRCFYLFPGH
Fluorescein autfl: compound autofluorescence in fluorescein spectral region; Compound autofluorescence, 480/540 nm, fluorescein-equivalent; stronger effect = higher value; max fluorescein-equivalent concentration, M; actives 0.91% (n = 59,000); AID 593; in the data active = max fluorescein-equivalent concentration above about 10 nM; inconclusive = between about 1.1 nM and that limit
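Read-out is intrinsic compound fluorescence at 480/540 nm (excitation/emission), expressed as dye-equivalent concentration using a fluorescein standard series run on every plate. Compounds sat 15 min at room temperature in 100 mM Tris, pH 8.0.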
TexasRed autofl: compound fluoresces in the Texas Red spectral region. Compound fluorescence, Texas Red channel, 547/618 nm; stronger effect = higher value. max dye-equivalent concentration, M. actives 0.06% (n = 59,000). AID 587; in the data active = max dye-equivalent concentration above about 10 nM; inconclusive = between about 1.1 nM and that limit
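Dye-equivalent concentrations come from scaling compound signal (ex 547, em 618 nm) to six Texas Red standard concentrations run on every plate, after 15 min room-temperature incubation in pH 8.0 Tris (100 mM).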
HEK293 cAMP cs: counter-screen for TSHR agonists: cAMP increase in parental HEK293 | AID 938 | actives 2.5% (n = 73,000) | parental HEK293 CNG cAMP sensor, membrane potential fluorescence | Potency, µM (top dose mostly 57.1 µM), for the others: at the top dose activation, actives largely listed as activators; note: potency is the fitted concentration of half-maximal effect; % of control where 0% means no effect; nearly all actives have a fitted effect of over 55% in size
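Parental HEK 293 cells stably expressing a modified CNG channel (no TSHR) report cAMP rise as membrane depolarization. Membrane potential dye with 100 uM RO 20-1724 was loaded for 60 min at room temperature, then compound added for 30 min; fluorescence read at 590 nm.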
Luciferase inh: blocks Photinus pyralis firefly luciferase activity | actives 2.2% (n = 72,000) | Potency, µM (series often up to 57.1 µM), for the others: at the highest dose activity change, negative = inhibition, hits mostly inhibitors | purified firefly luciferase, luminescence, 8 min | AID 411; note: potency is the fitted concentration of half-maximal effect; % is set by controls: 0 for no effect and ±100 for the full control effect; nearly all actives have a fitted effect of over 40% in size
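qHTS concentration-response profiling: light output of P. pyralis luciferase with luciferin and 10 uM ATP, imidazole buffer pH 7.2. Read by luminescence after 8-min room-temperature incubation.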
Casp7 inh: allosteric or competitive inhibitors of human caspase-7 | P55210 | recombinant caspase-7, Ac-DEVD-AFC fluorescence rate | Potency, µM (highest dose often 57.5 µM), for the others: at the top dose activity change, negative = inhibition, usual class: inhibitors | actives 0.02% (n = 75,000); active = well fitted inhibition curve with a large enough effect in the main read-out, with a control signal flat, not every such curve was filed as active; inconclusive = small, poorly fitted or top-dose-only effect, or a change in a side signal; note: potency is the fitted concentration of half-maximal effect; % of control where 0% means no effect
USP2a inhib: USP2a (human) protease inhibition; Potency, µM (doses to about 38.3 µM), for the others: at the highest dose activity change, negative = inhibition, actives largely listed as inhibitors; USP2a enzymatic assay, qHTS inhibition; O75604; actives 0.1% (n = 60,000);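 note: potency is the fitted concentration of half-maximal effect; nearly all actives have a fitted effect of over 60% in size; plate controls were DMSO for no effect and NEM full inhibition control for full effect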
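USP2 core (20nM final) preincubated 30 min RT with compound, then Ub-PLA2 20nM and NBD C6-HPC 20uM final added; buffer 20mM Tris-HCl pH 8.0, 2mM CaCl2. Fluorescence Ex 460/Em 535 read at 0 and 2.5 h; normalized to NEM.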
ERK AVP inh: blocks ERK signaling stimulated by vasopressin; HEK293-V1b, vasopressin-stimulated pERK AlphaScreen; Potency, µM (highest dose often 57.5 µM), without a hit: at the top dose activity, negative = inhibition, most hits filed as inhibitors; actives 0.99% (n = 72,000); note: potency is the fitted concentration of half-maximal effect; % is set by controls: 0 for no effect and ±100 for the full control effect; nearly all actives have a fitted effect of over 55% in size
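qHTS, compounds titrated on V1b-expressing HEK293 cells. Preincubation 30 min at 37C, vasopressin 25 nM for 5 min, lysis 10 min, bead incubation 5 hr at room temperature.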
Tau fil binding: tau filament binding; P10636; recombinant tau filaments, thioflavin S fluorescence, 15 h; filaments grown with octadecylsulfate alongside compound; Potency, µM (series often up to 57.1 µM), inactives show at the highest dose activity change, negative = inhibition; actives 2% (n = 71,000); AID 596;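 note: potency is the fitted concentration of half-maximal effect; % is set by controls: 0 for no effect and ±100 for the full control effect; actives lower thioflavin S fluorescence by blocking filaments or displacing dye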
Target sequence (P10636 whole entry, looked up): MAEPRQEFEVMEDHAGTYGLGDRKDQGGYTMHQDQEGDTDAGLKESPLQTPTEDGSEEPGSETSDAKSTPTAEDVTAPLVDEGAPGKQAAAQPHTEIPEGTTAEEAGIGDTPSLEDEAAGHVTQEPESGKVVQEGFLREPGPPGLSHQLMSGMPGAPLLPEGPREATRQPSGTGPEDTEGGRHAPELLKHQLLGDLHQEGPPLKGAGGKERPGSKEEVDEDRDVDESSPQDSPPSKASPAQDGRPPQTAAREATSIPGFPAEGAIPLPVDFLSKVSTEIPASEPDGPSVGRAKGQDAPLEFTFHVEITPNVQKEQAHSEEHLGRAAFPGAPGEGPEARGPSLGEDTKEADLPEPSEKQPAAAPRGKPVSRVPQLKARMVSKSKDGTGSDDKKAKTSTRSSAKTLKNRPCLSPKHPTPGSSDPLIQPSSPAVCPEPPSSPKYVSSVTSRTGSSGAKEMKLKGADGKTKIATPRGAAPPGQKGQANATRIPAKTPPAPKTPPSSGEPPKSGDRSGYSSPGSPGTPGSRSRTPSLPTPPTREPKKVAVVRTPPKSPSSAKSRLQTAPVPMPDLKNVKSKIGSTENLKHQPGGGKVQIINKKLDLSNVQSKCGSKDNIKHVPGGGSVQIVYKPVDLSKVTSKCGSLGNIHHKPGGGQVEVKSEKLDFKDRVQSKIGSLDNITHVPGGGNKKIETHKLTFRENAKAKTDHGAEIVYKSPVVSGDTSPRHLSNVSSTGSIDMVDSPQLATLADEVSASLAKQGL
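Tau 2 uM in ThS buffer dispensed; compound added; 60 uM ODS added (finals 1 uM tau, 30 uM ODS); 15 h 37 C; fluor ex450/em510.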
HADH2 inh: HADH2 (human) dehydrogenase inhibition | Q99714 | recombinant HADH2, NADH fluorescence, beta-hydroxybutyryl-CoA | Potency, µM (series often up to 57.1 µM), without a hit: at the highest dose activity change, negative = inhibition, most hits filed as inhibitors | actives 3.4% (n = 73,000) | AID 886; note: potency is the fitted concentration of half-maximal effect; % is set by controls: 0 for no effect and ±100 for the full control effect; nearly all actives have a fitted effect of over 60% in size; many of its hits are not listed in these tables
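His-tagged recombinant enzyme from E. coli, 20 nM, preincubated 15 min RT with compound; reaction started with 1 mM NAD+ and 90 uM beta-hydroxybutyryl-CoA in 100 mM Tris-HCl pH 9.0. NADH fluorescence (ex 360/em 450) read over 4 min; last-minus-first difference.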
* hit, by the source's call; [ ] = remark or other dose. Unless noted, calls come from the whole dose curve; as a rule, active = well fitted curve in the direction sought with a large enough effect; inconclusive = small, poorly fitted or top-dose-only effect, or another doubt; inactive = no such curve, though single readings can be large; an effect the other way counts as inactive or inconclusive.

Screening Cc1ccc(C(=O)c2coc3ccc(OCC(=O)O)cc23)cc1 returned Rhodamine autofl inactive, Casp1 inh -2%, Fluorescein autfl inactive, TexasRed autofl inactive, HEK293 cAMP cs 0%, Luciferase inh inconclusive, Casp7 inh -2%, USP2a inhib -18%, ERK AVP inh -13%, Tau fil binding -4% and HADH2 inh -10%.
`O=C(CSc1nc2ccccc2n1CC(=O)NCc1ccccc1)NCc1ccco1` gave Rhodamine autofl inactive, Casp1 inh 0%, Fluorescein autfl inconclusive, TexasRed autofl inactive, HEK293 cAMP cs inconclusive, Luciferase inh 0%, Casp7 inh 2%, ERK AVP inh -18%, Tau fil binding -2% and HADH2 inh 1%.
`O=C(c1cnccn1)N1CCC2(CCCN(c3ccc(-c4ccccc4)cc3)C2)CC1` gave Rhodamine autofl inactive, Casp1 inh -4%, Fluorescein autfl inactive, TexasRed autofl inactive, HEK293 cAMP cs 11%, Luciferase inh 1%[11.4 µM], Casp7 inh -2%, USP2a inhib 135%[activator], ERK AVP inh inconclusive, Tau fil binding -26% and HADH2 inh 6%.
Screening CCOc1ccc(NC(=O)CSc2nccn2C)cc1 returned Rhodamine autofl inactive, Casp1 inh 0%, Fluorescein autfl inactive, TexasRed autofl inactive, HEK293 cAMP cs -13%, Luciferase inh -3%, Casp7 inh -1%, USP2a inhib 1%, ERK AVP inh -14%, Tau fil binding 2% and HADH2 inh -8%.
For Brc1ccccc1-c1nnc(CSc2nnc3sc4ccccc4n23)o1 the results were Rhodamine autofl inactive, Casp1 inh 1%, Fluorescein autfl inactive, TexasRed autofl inconclusive, HEK293 cAMP cs 6%, Luciferase inh -2%, Casp7 inh -8%, USP2a inhib 34%[activator], ERK AVP inh -3%, Tau fil binding -10% and HADH2 inh 7%.
Screening CC1(C)Cc2ccccc2C(=O)N1 returned Rhodamine autofl inactive, Casp1 inh -1%, Fluorescein autfl inactive, TexasRed autofl inconclusive, HEK293 cAMP cs 6%, Luciferase inh 1%, Casp7 inh -2%, USP2a inhib 4%, ERK AVP inh 6%, Tau fil binding 14% and HADH2 inh -5%.
Screening C[N+]1([C@H](CO)Cc2c[nH]c3ccccc23)Cc2ccccc2C1 returned Rhodamine autofl inactive, Casp1 inh 0%[11.5 µM], Fluorescein autfl inconclusive, TexasRed autofl inactive, HEK293 cAMP cs -2%[11.4 µM], Luciferase inh 3%[11.4 µM], Casp7 inh 0%[11.5 µM], ERK AVP inh 0%[11.5 µM], Tau fil binding 11%[11.4 µM] and HADH2 inh 1%[11.4 µM].
`CC(NC(=O)Cn1nc(C(=O)O)c2ccccc2c1=O)c1ccccc1` (configuration not stated) gave Rhodamine autofl inactive, Casp1 inh -1%, Fluorescein autfl inconclusive, TexasRed autofl inactive, HEK293 cAMP cs 2%, Luciferase inh -33%, Casp7 inh -2%, USP2a inhib 11%, ERK AVP inh 2%, Tau fil binding 6% and HADH2 inh 12%.
COCCSc1nnc(NC(=O)COC)s1 was read as Rhodamine autofl inactive, Casp1 inh 0%, Fluorescein autfl inactive, TexasRed autofl inconclusive, HEK293 cAMP cs -6%, Luciferase inh 1%, Casp7 inh -1%, USP2a inhib 6%, ERK AVP inh 9%, Tau fil binding -4% and HADH2 inh 11%.
Screening c1ccc(CSc2nnc(-c3ccco3)n2Cc2ccco2)cc1 returned Rhodamine autofl inactive, Casp1 inh -2%, Fluorescein autfl inactive, TexasRed autofl inactive, HEK293 cAMP cs 20%, Luciferase inh 2%, Casp7 inh -1%, USP2a inhib -6%, ERK AVP inh -5%, Tau fil binding -10% and HADH2 inh inconclusive.
`Cc1cc(C)nc(SCC(=O)c2cc3ccccc3oc2=O)n1` gave Rhodamine autofl inactive, Casp1 inh -1%, Fluorescein autfl inactive, TexasRed autofl inactive, HEK293 cAMP cs 7%, Luciferase inh 0%, Casp7 inh 0%, USP2a inhib 23%, ERK AVP inh -26%, Tau fil binding -18% and HADH2 inh inconclusive.
Screening Cc1cc(S(=O)(=O)N2CCOCC2)ccc1F returned Rhodamine autofl inactive, Casp1 inh -4%, Fluorescein autfl inactive, TexasRed autofl inconclusive, HEK293 cAMP cs inconclusive, Luciferase inh 1%, Casp7 inh 0%, USP2a inhib -2%, ERK AVP inh -10%, Tau fil binding 4% and HADH2 inh 1%.
For O=C(O)C1CC=C(Cl)CC1C(=O)NCC1OCCc2ccccc21 (configuration not stated) the results were Rhodamine autofl inactive, Casp1 inh 0%, Fluorescein autfl inactive, TexasRed autofl inconclusive, HEK293 cAMP cs -3%, Luciferase inh 0%, Casp7 inh -2%, USP2a inhib -2%, ERK AVP inh 5%, Tau fil binding -3% and HADH2 inh -8%.
For COCCn1c(Sc2ccccc2)nc2c1c(=O)[nH]c(=O)n2C the results were Rhodamine autofl inactive, Casp1 inh -4%, Fluorescein autfl inconclusive, TexasRed autofl inactive, HEK293 cAMP cs inconclusive, Luciferase inh 0%, Casp7 inh -1%, USP2a inhib -10%, ERK AVP inh inconclusive, Tau fil binding -1% and HADH2 inh 5%.
`CCOC(=O)c1oc2ccccc2c1CN1CCN(C(=O)c2ccccc2)CC1` gave Casp1 inh 1%, HEK293 cAMP cs inconclusive, Luciferase inh -2%, Casp7 inh -2%, ERK AVP inh -29%, Tau fil binding -5% and HADH2 inh -7%.
`CC(=O)c1c(C)[nH]c(C(=O)CSc2nnc(CN3CCCCCC3=O)n2-c2ccccn2)c1C` gave Rhodamine autofl inactive, Casp1 inh -2%, Fluorescein autfl inactive, TexasRed autofl inactive, HEK293 cAMP cs 7%, Luciferase inh -1%, Casp7 inh -1%, USP2a inhib 7%, ERK AVP inh -15%, Tau fil binding 8% and HADH2 inh -8%.
CC1CCc2c(sc3c2C2=NS(=O)(=O)CCN2C=N3)C1 (configuration not stated) was read as Rhodamine autofl inactive, Casp1 inh 3%, Fluorescein autfl inactive, TexasRed autofl inactive, HEK293 cAMP cs -2%, Luciferase inh -1%, Casp7 inh 0%, USP2a inhib -13%, ERK AVP inh 0%, Tau fil binding 11% and HADH2 inh 4%.
COc1ccc(OC)c(C2CC(=O)N3CN(c4ccccc4F)CSC3=C2C#N)c1 (configuration not stated) was read as Casp1 inh 0%, HEK293 cAMP cs 3%, Luciferase inh -25%, Casp7 inh -1%, ERK AVP inh inconclusive, Tau fil binding -8% and HADH2 inh 2.5µM*.
Screening CCOC(=O)C1=C(C)NC(C)=C(C(=O)OCC)C1C(=O)O returned Casp1 inh -1%, HEK293 cAMP cs 8%, Luciferase inh 1%, Casp7 inh -2%, USP2a inhib -1%, ERK AVP inh -9%, Tau fil binding 12% and HADH2 inh -8%.
`O=C(Nc1ccccc1F)C1CCCN(S(=O)(=O)c2cccc3cccnc23)C1` (configuration not stated) gave Casp1 inh 0%, HEK293 cAMP cs 0%, Luciferase inh -1%, Casp7 inh 0%, ERK AVP inh -8%, Tau fil binding -5% and HADH2 inh 8%.
`CC(=O)Nc1ccc(C2C(C)CCC3C(=O)N4C(CCC(C)[C@@H]4c4ccc(NC(C)=O)cc4)C(=O)N32)cc1` (some centres not stated) gave Casp1 inh -3%[11.5 µM], HEK293 cAMP cs -3%[11.4 µM], Casp7 inh 1%[11.5 µM], ERK AVP inh 25%[11.5 µM] and HADH2 inh 5%[11.4 µM].
For Cc1cc2nc(C3CCN(Cc4nnnn4Cc4cccs4)CC3)[nH]c2cc1C the results were Rhodamine autofl inactive, Casp1 inh -4%, Fluorescein autfl inconclusive, TexasRed autofl inactive, HEK293 cAMP cs 12%, Luciferase inh -9%, Casp7 inh 1%, ERK AVP inh -22%, Tau fil binding 6% and HADH2 inh 6%.
Screening COc1ccccc1CNc1nc(-c2ccccc2OC)nc2ccccc12 returned Rhodamine autofl inactive, Casp1 inh -2%, Fluorescein autfl inactive, TexasRed autofl inconclusive, HEK293 cAMP cs 20%, Luciferase inh -4%[2.29 µM], Casp7 inh -2%, USP2a inhib 201%[activator], ERK AVP inh -9%, Tau fil binding 4µM* and HADH2 inh -17%.
Screening CC1(C)CC(=O)C(C=Nc2ccc3cn[nH]c3c2)=C(O)C1 returned Casp1 inh -4%, HEK293 cAMP cs 4%, Luciferase inh -20%, Casp7 inh -3%, USP2a inhib 4%, ERK AVP inh -3%, Tau fil binding 2% and HADH2 inh inconclusive.
For CC[N+](C)(CC)CCOC(=O)C1c2ccccc2Oc2ccccc21 the results were Rhodamine autofl inactive, Casp1 inh -2%[25.7 µM], Fluorescein autfl inconclusive, TexasRed autofl inconclusive, HEK293 cAMP cs -2%[25.6 µM], Luciferase inh 2%[25.5 µM], Casp7 inh 2%[25.7 µM], USP2a inhib -8%[17.1 µM], ERK AVP inh 24%[25.7 µM], Tau fil binding -3%[25.6 µM] and HADH2 inh -11%[25.6 µM].

Not all compounds are listed; count on the stated rates, not on these rows.
